# Bioassay records from PubChem.
# Cl transport mod = modulators of human KCC2 chloride dependent transport; Q9H2X9; KCC2 cells, thallium flux FluoZin-2 fluorescence; B-score of Tl+ flux slope (higher = more flux/activation; lower = inhibition) at 10 µM; 190,000 compounds, 2.2% hits;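 active means thallium flux slope and its plate-corrected score both differing from the plate sample mean at a set confidence after two filtering rounds, in either direction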;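 further: slope of fluorescence scaled to starting intensity during 10 to 20 s after thallium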
# KLK5 inh = kallikrein 5 (human) inhibition | Q9Y337 | recombinant hK5, fluorogenic AMC substrate cleavage | inhibition, % at 5 µM | 210,000 compounds, 0.59% hits | AID 873;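 active means inhibition of 40% or more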;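 further: 0% = enzyme controls without compound and 100% = no-enzyme blanks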
# 14-3-3 Bad PPI = disrupts binding of bovine 14-3-3 zeta to phospho-Bad peptide; AID 781; P63103; inhibition, % at 21.7 µM; TR-FRET 14-3-3zeta/Dy647-pBad peptide displacement, 1 h; 220,000 compounds, 0.71% hits;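 active means inhibition above about 70%, limit read from the data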;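 further: 0% = full 14-3-3 plus peptide FRET controls and 100% = background without 14-3-3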
# Target sequence (P63103 whole entry, looked up): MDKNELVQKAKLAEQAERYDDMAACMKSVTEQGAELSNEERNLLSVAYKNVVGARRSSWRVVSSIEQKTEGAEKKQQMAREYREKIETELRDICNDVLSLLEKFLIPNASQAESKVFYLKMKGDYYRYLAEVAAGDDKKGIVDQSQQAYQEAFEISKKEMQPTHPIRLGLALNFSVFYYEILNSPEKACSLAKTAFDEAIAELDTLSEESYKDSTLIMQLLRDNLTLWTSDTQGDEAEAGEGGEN
# EBV gp42 block = EBV gp42 inhibition. 220,000 compounds, 0.42% hits. AID 1085. inhibition, % (tested at 21.74 µM). Fluorescence polarization binding assay, mP read-out. Q1HVG2; in the data active means inhibition above about 50%
# Target sequence (Q1HVG2 whole entry, looked up): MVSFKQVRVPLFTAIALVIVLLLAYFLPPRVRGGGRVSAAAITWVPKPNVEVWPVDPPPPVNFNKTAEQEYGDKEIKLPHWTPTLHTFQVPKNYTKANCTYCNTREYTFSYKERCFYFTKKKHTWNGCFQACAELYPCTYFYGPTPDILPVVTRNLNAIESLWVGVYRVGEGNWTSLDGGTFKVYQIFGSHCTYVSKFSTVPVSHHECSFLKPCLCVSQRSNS
# Furin inhibitor = inhibitors of human furin | 220,000 compounds, 0.061% hits | inhibition, % at 30 µM | purified furin, fluorogenic substrate cleavage | AID 463115 | P09958; in the data active means inhibition above about 25%; further: inactives centre near -15
# p47phox inh = blocks human p47phox regulatory protein of NADPH oxidases | P14598 | p47phox/p22phox peptide binding, fluorescence polarization, 2 h | inhibition, % at 24.7 µM | 220,000 compounds, 0.53% hits | AID 1274;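 further: 0% = p47phox with labelled peptide and 100% = labelled peptide alone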
# Target sequence (P14598 whole entry, looked up): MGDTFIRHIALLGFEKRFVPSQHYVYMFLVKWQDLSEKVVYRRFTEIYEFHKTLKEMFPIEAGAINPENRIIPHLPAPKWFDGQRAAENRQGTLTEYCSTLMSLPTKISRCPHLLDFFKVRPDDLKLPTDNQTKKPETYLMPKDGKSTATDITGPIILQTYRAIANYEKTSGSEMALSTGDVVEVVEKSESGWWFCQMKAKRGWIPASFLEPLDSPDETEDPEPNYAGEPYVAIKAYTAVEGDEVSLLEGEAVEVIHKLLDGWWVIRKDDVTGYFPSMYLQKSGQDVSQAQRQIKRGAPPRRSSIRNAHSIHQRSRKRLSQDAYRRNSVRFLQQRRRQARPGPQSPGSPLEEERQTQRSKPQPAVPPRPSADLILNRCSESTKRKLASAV
# Rad51 HR inh = Rad51 (human) homologous recombination inhibition; Q06609; hRad51 DNA strand exchange, fluorescence dequenching; inhibition, % at 10 µM; 200,000 compounds, 0.085% hits; AID 1385;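 active means inhibition above 40% at the single screening dose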;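 further: 0% = DMSO control wells and 100% = blanks with heterologous ssDNA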
#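 material = hRad51 filaments on single-stranded DNA | reagent = Donor/quencher-labelled 47-bp dsDNA substrate | compound = 10 µM final, single point | schedule = strand-exchange reaction 15 min at room temperature | measured by = fluorescein emission 520 nm, excitation 485 nm | read-out basis = % inhibition versus plate control and blank means | benchmarks = plate controls and plate blanks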
# Thrombin inh = blocks human thrombin protease activity | P00734 | alpha-thrombin, Boc-VPR-AMC fluorogenic substrate cleavage | inhibition, % at 5 µM | 220,000 compounds, 0.26% hits | AID 1046;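 active means inhibition at or above 40%; inactive means inhibition below 40%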;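 further: 0% = enzyme with no compound and 100% = wells without enzyme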
#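 Material: human alpha-thrombin protein. Incubation: reaction at ambient temperature. Technique: fluorescence of released AMC, ex 355 nm, em 460 nm. Control set: no-compound enzyme wells and no-enzyme blanks. Also added: Boc-VPR-AMC substrate, 15 µM final. Buffer or medium: pH 7.5 Tris (50 mM) with NaCl 150 mM, Tween 20 0.05%.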
# eIF4E-4G inh = inhibitors of eIF4E and eIF4G interaction in translation initiation; P63073+Q04637; TR-FRET eIF4E-eIF4GI(517-606) binding, 2 h; inhibition, % at 21.7 µM; 220,000 compounds, 0.37% hits; AID 782;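 further: 0% = full FRET control wells and 100% = background wells lacking eIF4GI fragment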
# An asterisk follows results filed as active; i = inactive; x = no result given; [ ] = dose if it differs, or a comment.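 How the source made its calls, unless noted: active means inhibition above about 30% (limit read from the data); inactive means the rest.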 Rows were taken by chance (roughly 4.7% active in at least one column).
SMILES,Cl transport mod,KLK5 inh,14-3-3 Bad PPI,EBV gp42 block,Furin inhibitor,p47phox inh,Rad51 HR inh,Thrombin inh,eIF4E-4G inh
COc1ccc(N(C(C)C(=O)N/N=C/c2cc(Br)c(C)o2)S(C)(=O)=O)cc1 (stereo not drawn),0.0703,-10.1,-12.6,-8.0,-20.8,-14.1,-52.9,-1.0,-0.7
CS(=O)(=O)N1CCC(Oc2ccccc2C(=O)NC(C2CC2)C2CC2)CC1,-0.369,2.5,-12.7,-9.0,-17.3,-12.4,1.7,-1.4,-3.3
CCn1ncc(NC(=O)Nc2cccc(C(F)(F)F)c2)c1C(N)=O,-0.119,-18.0,-4.6,-3.1,-16.6[20 µM],-4.5,0.5,1.7,12.3
O=C(CN1CCCCCC1)N/N=C/c1ccc(Cl)c(Cl)c1,-0.725,19.0,34.8[fluorescence artefact?],10.2,-19.5,0.4,21.9,-4.0,1.7
CCn1c(O)c(/C=C2\C=NN=C2c2ccc(C)cc2)sc1=S,0.314,-4.7,9.2[fluorescence artefact?],-11.9,-13.5,-69.2,x,-10.7,1.6
COc1cc(S(=O)(=O)Nc2cccc(C)c2)ccc1NC(=O)c1ccncc1,1.71,2.3,-1.3,8.9,-13.6,-6.8,-9.5,-3.7,-4.1
COc1ccc(CCNC(=O)c2cc(CC(C)C)on2)cc1OC,1.65,-8.0,-4.6,-20.5,-17.9,-2.3,-2.7,-0.9,2.7
COc1ccc(N(CC(=O)Nc2cc(C)ccc2C)S(=O)(=O)c2ccccc2[N+](=O)[O-])c(OC)c1,-2.43,-5.7,-5.9,2.1,-15.7,-6.4,2.9,-3.8,0.6
Cc1ccc2[nH]cc(C(=O)CN3CCN(c4ccccc4F)CC3)c2c1,1.1,-8.5,7.2[fluorescence artefact?],-12.7,-5.5[20 µM],-10.7,-3.6,0.9,3.2[fluorescence artefact?]
c1ccc2sc(Sc3ncnc4sccc34)nc2c1,0.347,-18.4,-26.1,-12.6,-8.3,-37.0,-2.2,-8.0,-3.4
Cc1ccc(SCCC(=O)OCC(=O)Nc2ncc(Cl)cc2Cl)cc1,-0.546,2.7,-6.2,-3.9,-17.2[20 µM],-13.1,-6.7,-0.7,4.0
Cc1cc(C)c(NC(=O)C2c3ccccc3Oc3ccccc32)c(C)c1,0.00638,-6.6,0.7,1.1,-20.0,-9.5,-3.1,-6.8,-1.9
COc1ccc(-c2csc3nc(C)nc(N4CCC(C)CC4)c23)cc1OC,0.59,-21.5,-17.3,7.5,-23.1,-7.9,4.1,-1.8,3.5
O=C(NCc1cccnc1)c1cc2ccccc2oc1=O,0.685,-4.9,17.0[fluorescence artefact?],-4.5,-26.9[20 µM],-1.4,1.0,-3.4,13.2[fluorescence artefact?]
CC(Sc1cnc2ccccc2n1)C(=O)O (stereo not drawn),0.308,-0.8,-8.2,-7.3,-19.0[20 µM],1.0,2.4,3.2,-2.1
O=C(COc1c(F)c(F)cc(F)c1F)NC(=O)NC1CCCC1,-0.764,0.0,-6.5,-15.7,-28.4,2.0,-1.6,5.6,-4.6
COCCCNC(=S)Nc1c(C)cc(C)cc1C,-1.09,0.3,-5.9,9.3,-22.8,-9.5,26.9,-2.1,-0.4
Cc1ccc(S(=O)(=O)NCC(=O)N(CC(=O)NCC2CCCO2)Cc2ccco2)cc1 (stereo not drawn),0.0206,3.3,14.6,-6.0,7.2,-2.9,-3.4,-6.3,-2.2
O=C(CN1CCCc2ccccc21)NCCc1ccc(F)cc1,-2.36,2.0,-10.2,-20.9,-16.3,-7.5,-0.2,-6.7,2.3
COc1ccccc1N=c1scc(-c2ccc3c(c2)NC(=O)CO3)n1CC1CCCO1 (stereo not drawn),0.0145,5.2,1.3,-10.7,-16.4,0.3,-6.2,1.5,-2.4
CSc1nnc(-c2ccc([N+](=O)[O-])cc2)o1,0.545,4.1,-4.4,-14.4,-14.1,-5.0,-2.6,-10.5,4.4
COc1ccc(NC(=O)CCc2ccccc2)cc1NC(=O)c1ccco1,x,-2.0,4.7,-9.4,-16.9[20 µM],-16.0,-8.9,-7.5,1.6
Cc1cc(C(=O)N/N=C2\CC(=O)c3ccccc32)c(C)n1-c1ccccc1,-1.26,2.5,0.0,-0.6,-7.7,-10.9,1.6,-3.5,1.3
Cc1nn(C)c(C)c1CN(C)S(=O)(=O)c1ccc2ccccc2c1,-0.464,-15.0,-0.2,-1.4,-20.6[20 µM],-7.7,11.5,-5.3,1.5
CCOc1nc(Nc2ccc([N+](=O)[O-])cc2)nc(NC(C)(C)C)n1,1.38,-13.9,-10.7,11.8,-26.8,-3.0,-3.2,-7.2,12.3
Cc1cccc(NC(=O)C(=O)N/N=C/c2ccncc2)c1,0.867,-2.4,-0.4,6.2,-17.3,2.0,-3.5,-2.6,-2.7
COC(=O)C1CCN(C(=O)CSc2ccccc2)CC1,-0.503,4.9,-5.8[fluorescence artefact?],-2.3,-3.2,-2.4,1.6,-10.1,-3.2
O=C1c2ccccc2C(=O)N1Nc1ccccc1,0.901,5.6,1.0,-10.1,-14.3[20 µM],-10.9,x,-0.5,1.1
NC(=O)C1=C[C@H](c2coc3ccccc3c2=O)C[C@H](OCCCCO)O1,0.584,6.2,-1.4,-13.0,-31.5,-5.7,10.3,1.5,1.0
COc1ccc(CCNC(=O)COC(=O)c2ccco2)cc1OC,0.0299,6.9,3.0,2.7,-16.5,-13.8,-4.4,-0.4,-1.2

# 13 entries already listed, ordered by length of the SMILES, highest first:
SMILES,Cl transport mod,KLK5 inh,14-3-3 Bad PPI,EBV gp42 block,Furin inhibitor,p47phox inh,Rad51 HR inh,Thrombin inh,eIF4E-4G inh
COc1ccc(N(CC(=O)Nc2cc(C)ccc2C)S(=O)(=O)c2ccccc2[N+](=O)[O-])c(OC)c1,-2.43,-5.7,-5.9,2.1,-15.7,-6.4,2.9,-3.8,0.6
COc1ccc(N(C(C)C(=O)N/N=C/c2cc(Br)c(C)o2)S(C)(=O)=O)cc1 (stereo not drawn),0.0703,-10.1,-12.6,-8.0,-20.8,-14.1,-52.9,-1.0,-0.7
Cc1ccc(S(=O)(=O)NCC(=O)N(CC(=O)NCC2CCCO2)Cc2ccco2)cc1 (stereo not drawn),0.0206,3.3,14.6,-6.0,7.2,-2.9,-3.4,-6.3,-2.2
COc1ccccc1N=c1scc(-c2ccc3c(c2)NC(=O)CO3)n1CC1CCCO1 (stereo not drawn),0.0145,5.2,1.3,-10.7,-16.4,0.3,-6.2,1.5,-2.4
NC(=O)C1=C[C@H](c2coc3ccccc3c2=O)C[C@H](OCCCCO)O1,0.584,6.2,-1.4,-13.0,-31.5,-5.7,10.3,1.5,1.0
CS(=O)(=O)N1CCC(Oc2ccccc2C(=O)NC(C2CC2)C2CC2)CC1,-0.369,2.5,-12.7,-9.0,-17.3,-12.4,1.7,-1.4,-3.3
COc1ccc(-c2csc3nc(C)nc(N4CCC(C)CC4)c23)cc1OC,0.59,-21.5,-17.3,7.5,-23.1,-7.9,4.1,-1.8,3.5
Cc1cc(C)c(NC(=O)C2c3ccccc3Oc3ccccc32)c(C)c1,0.00638,-6.6,0.7,1.1,-20.0,-9.5,-3.1,-6.8,-1.9
Cc1nn(C)c(C)c1CN(C)S(=O)(=O)c1ccc2ccccc2c1,-0.464,-15.0,-0.2,-1.4,-20.6[20 µM],-7.7,11.5,-5.3,1.5
COc1ccc(CCNC(=O)c2cc(CC(C)C)on2)cc1OC,1.65,-8.0,-4.6,-20.5,-17.9,-2.3,-2.7,-0.9,2.7
Cc1cccc(NC(=O)C(=O)N/N=C/c2ccncc2)c1,0.867,-2.4,-0.4,6.2,-17.3,2.0,-3.5,-2.6,-2.7
COC(=O)C1CCN(C(=O)CSc2ccccc2)CC1,-0.503,4.9,-5.8[fluorescence artefact?],-2.3,-3.2,-2.4,1.6,-10.1,-3.2
O=C(NCc1cccnc1)c1cc2ccccc2oc1=O,0.685,-4.9,17.0[fluorescence artefact?],-4.5,-26.9[20 µM],-1.4,1.0,-3.4,13.2[fluorescence artefact?]

# Other compounds:
SMILES,Cl transport mod,KLK5 inh,14-3-3 Bad PPI,EBV gp42 block,Furin inhibitor,p47phox inh,Rad51 HR inh,Thrombin inh,eIF4E-4G inh
O=C(N/N=C/c1ccc(Sc2ccccn2)o1)c1cc2ccccc2cc1O,x,-1.6,1.1[fluorescence artefact?],5.4,-7.3[20 µM],-25.9,1.5,-9.2,-3.6[fluorescence artefact?]
Cc1cccc(-c2n[nH]c(=S)n2-c2ccccc2)c1[N+](=O)[O-],0.633,0.8,-20.0,-5.8,-10.1,-3.8,x,0.9,-5.7
O=C(CN1CCN(c2ccc(O)cc2)CC1)Nc1cc(S(=O)(=O)N2CCOCC2)ccc1Cl,-0.243,-10.6,-11.9,-5.0,-14.6,1.3,-1.9,-5.5,18.9
Cc1c(/C=N\NC(=O)C2(C)CC2(Cl)Cl)cnn1C (stereo not drawn),0.316,-5.3,-5.1,3.8,-8.0,2.9,x,-3.7,-0.9
COc1cc(/C=N/NC(N)=O)ccc1OC(=O)c1cccs1,-0.891,0.0,4.3,-4.1,-11.8,-16.2,-164.1,-1.3,2.5
CCc1ccc(NC(=O)N(Cc2ccco2)C(C)c2cccs2)cc1 (stereo not drawn),-1.44,4.3,7.4,3.5,1.5[20 µM],0.5,-2.7,-2.8,5.0
CS(=O)(=O)Oc1ccc(/C=N/NC(=O)c2ccncc2)cc1,0.0368,-18.4,-14.3,7.1,-25.4,-8.0,7.1,-11.9,20.1
CC(=NCc1ccncc1)C1=C(O)c2ccccc2C1=O,x,-2.9,-3.2,-16.9,-10.9[20 µM],-8.5,-25.2,7.2,11.4
COc1ccccc1N1CCN(C2CCN(C(=O)c3cccs3)CC2)CC1,0.254,-20.1,53.7[fluorescence artefact?],8.9,-12.2,-0.7,4.6,-1.0,2.1
COc1cccc(NC(=O)CSc2nc3ccccc3cc2Cc2ccccc2)c1,x,-9.4,-4.5,4.0,-14.4[20 µM],2.5,2.9,-8.1,-2.7
CCCn1c(N2CCN(CC(=O)c3c(C)n(C)c4ccccc34)CC2)nc2c1c(=O)[nH]c(=O)n2C,x,-5.9,-20.3,3.0,-6.0,-9.1,-1.1,-7.4,-9.2
CC(C)CC(O)(CC(C)C)C(=O)NNc1ccccc1,0.0154,17.5,6.2,-5.9,-13.0[20 µM],-7.7,7.6,1.1,-2.8
O=C(Nc1ccccc1Sc1ccccc1)c1ccccc1,0.102,4.1,8.6,-9.6,-4.7[20 µM],-12.7,2.7,-19.5,2.5
COc1ccc(S(=O)(=O)N(CC(=O)NCc2cccnc2)Cc2ccccc2)cc1,-0.428,-8.9,-6.4,-2.4,-11.2,-0.6,-6.0,-5.0,-0.3
COc1ccc(OC)c(-n2nnnc2SCC(=O)Nc2ccccc2N2CCOCC2)c1,-0.304,x,-6.4,-14.2,-20.0,-12.4,x,-0.7,2.5
COc1cc(CO)cc(Br)c1OCC(=O)Nc1cccc2ccccc12,0.277,15.6,-12.5,-0.4,-10.5,-15.8,4.2,-0.1,0.0
CC1=C(C#N)C(=O)N(C2CCS(=O)(=O)C2)C(=O)/C1=C\c1ccc(C)o1 (stereo not drawn),i,-24.4,20.3,117.9*,-8.1,-21.1,-314.1,0.6,37.7*
O=C(NCc1cccnc1)C1CCN(c2ccc(S(=O)(=O)N3CCOCC3)cc2Cl)CC1,0.0176,-3.5,-5.5,-10.2,-3.0,-0.4,3.8,-11.0,1.8
